# Compound activity (PubChem)
# Tb PYK inh – inhibitors of Trypanosoma brucei pyruvate kinase. Q57TT1. TbPYK enzyme, Kinase-Glo Plus ATP luminescence, 45 min. Potency, µM (doses to about 76.8 µM), for the others: top-dose activity, negative = inhibition, hits mostly inhibitors. actives 0.12% (n = 410,000); active = well fitted inhibition curve with a large enough effect; also: nearly all actives have a fitted effect of over 50% in size
#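 ADP (130 uM final) triggers the TbPYK reaction after compound addition; incubation is 45 min at room temperature. Kinase-Glo Plus is then added and luminescence imaged. Normalized data are fitted to concentration-effect curves.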
# Numbers without * were called inactive; & = joins results of further samples; [ ] = remark or other dose. % is scaled to controls: 0 for no effect and ±100 for the full control effect; potency is read from the fitted curve at half-maximal effect.
SMILES,Tb PYK inh
O=C1c2ccccc2C(=O)N1Cc1cc(-c2ccc(Cl)cc2)no1,-0.8%
COc1cc(OC)c(NC(=O)N2CCN3CCCCC3C2)cc1Cl (stereo not drawn),0.0%
O=C(NCc1cccc(C(F)(F)F)c1)c1ccc2sc([C@@H]3O[C@H](CO)[C@H](O)[C@H](O)[C@H]3O)nc2c1,-2.3%
O=C(Nc1ccc2c(c1)Cc1cc([N+](=O)[O-])ccc1-2)C(F)(F)F,1.8%
COC(=O)c1ccccc1Oc1cc(C(F)(F)F)nc(-c2ccccn2)n1,-6.9%
O=C(CCc1ccccc1)NCc1ccc2c(c1)CCN2C(=O)c1ccccc1,0.3%
COc1ccc(CN2C(=O)C(CC(=O)NCc3cccs3)CC(C(=O)N(C)C)=C2C)cc1 (stereo not drawn),-3.8%
COc1ccc2c(C)cc(=O)oc2c1OCC(O)CN1CCOCC1 (stereo not drawn),0.0%
CCN(CC)CCNC(=O)c1ccc(NC(=O)c2ccc(S(=O)(=O)N(C)c3ccccc3OC)cc2)cc1,-10.2%
CC(C)c1ccc(NC(=O)c2ccc3oc(=O)c(S(=O)(=O)c4ccc(F)cc4)cc3c2)cc1,1.5%
Cc1ccc(CSCC(=O)N2CCN(c3cc(Cl)ccc3C)CC2)cc1,-5.2%
COc1ccc(C=C2SC(=S)NC2=O)c(OC)c1OC,-7.8%
O=C1c2ccccc2CCC12OC2c1ccncc1 (stereo not drawn),-6.5%
Cc1ccccc1NC(=O)CSCn1nnc2c(=O)[nH]c(Cc3ccc(F)cc3)nc21,-0.9%
Cc1c(C)n(Cc2ccccc2)c2ccc(C(=O)NCCc3ccccc3Cl)cc12,4.2%[15.4 µM]

# Shown bar-delimited: 3 of the compounds above.
Molecule | Tb PYK inh
COc1ccc(C=C2SC(=S)NC2=O)c(OC)c1OC | -7.8%
O=C1c2ccccc2CCC12OC2c1ccncc1 (stereo not drawn) | -6.5%
Cc1ccccc1NC(=O)CSCn1nnc2c(=O)[nH]c(Cc3ccc(F)cc3)nc21 | -0.9%

# As a working copy, part of the list above.
SMILES,Tb PYK inh
COc1ccc(CN2C(=O)C(CC(=O)NCc3cccs3)CC(C(=O)N(C)C)=C2C)cc1 (stereo not drawn),-3.8%
COc1ccc2c(C)cc(=O)oc2c1OCC(O)CN1CCOCC1 (stereo not drawn),0.0%
CCN(CC)CCNC(=O)c1ccc(NC(=O)c2ccc(S(=O)(=O)N(C)c3ccccc3OC)cc2)cc1,-10.2%
CC(C)c1ccc(NC(=O)c2ccc3oc(=O)c(S(=O)(=O)c4ccc(F)cc4)cc3c2)cc1,1.5%
Cc1ccc(CSCC(=O)N2CCN(c3cc(Cl)ccc3C)CC2)cc1,-5.2%
COc1ccc(C=C2SC(=S)NC2=O)c(OC)c1OC,-7.8%

# (more compounds)
SMILES,Tb PYK inh
O=C(Nc1cccc(C(=O)OCc2cc(=O)n3nc(C4CC4)sc3n2)c1)c1cccc(F)c1,-2.0%
CCCOc1ccc(C(=O)Nc2ccc(-c3cc4ccccc4oc3=O)c(C)c2)cc1,0.4%
COc1cccc(-c2nc(C(N)=O)c3c(n2)n(-c2ccc4c(c2)OCO4)c(=O)n3C)c1OC,-2.1%
CCN(C(=O)c1cc2c(s1)-c1ccccc1OC2)c1cc(Cl)ccc1OC,4.8%
Cc1ccnc(N2CCN(c3cc(C)c(C#N)c4nc5ccccc5n34)CC2)c1,0.0%
COC(=O)[C@]1(Sc2ccc(C)cc2)CC(=O)N[C@@H]1c1ccco1,0.9%
Cc1ccc(-c2nc(SCC(=O)N3CCc4ccccc43)c3c(=O)n(C)c(=O)n(C)c3n2)cc1,-2.0%
NC1=NC(=O)C(c2ccccc2)(c2ccccc2)S1,-12.3%
O=S(=O)(Nc1c(O)ccc2ccccc12)c1ccccc1,-7.6%
COc1cc(OC)c(NC(=O)C(NS(=O)(=O)c2cccc3nsnc23)c2ccccc2)cc1Cl (stereo not drawn),-1.5%
CCOC(=O)c1c(C)c(-c2ccccc2)n(CC(=O)Nc2ccc(OCC)cc2)c1C,-8.6%
COc1ccc(OC(=O)N(C)C[C@H]2OCc3cnnn3CCCC(=O)N([C@H](C)CO)C[C@@H]2C)cc1,-4.2%
O=S1(=O)CC(N2CCSCC2)CN1Cc1cn(Cc2cccc(Cl)c2)nn1 (stereo not drawn),-1.5%
CCOC(=O)c1[nH]c2ccccc2c1NC(=O)c1ccc(OC)c(OC)c1,2.0%
CCCCCn1c(-c2ccc(OC)c(OC)c2)nc2ccccc21,3.2%
CCOC(=O)c1ccc(NC(=O)CC2C(=O)N(c3ccc(F)cc3)C(=O)N2Cc2cccnc2)cc1 (stereo not drawn),-4.4%
O=C(N/C(=C/c1cccc(Br)c1)C(=O)N1CCOCC1)c1ccco1,-9.9%
O=c1[nH]cc(Cc2ccccc2)c(=O)[nH]1,-0.1%
CCCNC(=O)c1cnn2c(C)c(Cc3c(C)cc(C)cc3C)c(C)nc12,-2.7%
CCc1nc2ccc(C(=O)Nc3cccc(OCC(=O)N(C)C)c3)cn2c1N(C=O)Cc1ccc(OC)cc1,3.8%
CCN(CC)S(=O)(=O)c1nnc(NC(=O)COc2ccc(C)cc2)s1,-3.5%
O=C(NCCCCc1ccccc1)c1ccccc1Br,2.6%
O=C1CCC([N+](=O)[O-])C(C2CC=CCC2)N1 (stereo not drawn),-0.6%
CCC(=O)N1CCc2cc(CNC(=O)c3cccc(N(C)C)c3)ccc21,-3.5%
COc1ccc(OCC(=O)N2CCN(Cc3cccc(OC)c3OC)CC2)cc1,-3.5%
COc1cc(NC(=O)c2nc3ccccc3nc2N2CCCCC2)cc(OC)c1OC,-0.7%
S=C(NCCc1ccccc1)N1CCCC1,-19.4%
COc1ccc(OCC(=O)Nc2cccc(C(=O)OCc3cc(=O)n4nc(C)sc4n3)c2)cc1,1.8%
Cc1cc(C)cc(N2C(=O)CC(c3ccc(C(F)(F)F)cc3)C3=C2COC3=O)c1 (stereo not drawn),2.4%
Cc1ccc(C)c(CN2CCCN(Cc3ccc(F)cc3)S2(=O)=O)c1,-1.9%[15.4 µM]
CCOC(=O)C1CCCN(C(=O)c2ccc3c(c2)N(Cc2cccc(Cl)c2)C(=O)c2ccccc2S3(=O)=O)C1 (stereo not drawn),-0.9%
Cc1ccc(CNC(=O)CC[C@H]2O[C@@H](n3cc(C)c(=O)[nH]c3=O)C[C@@H]2O)o1,-6.2%
COc1ccc(CNC(=O)c2cnc3sc(N4CCCC4)nn3c2=O)cc1OC,-7.2%
O=C(c1csnn1)N1CCC[C@@]2(CCN(Cc3cc(C(F)(F)F)cc(C(F)(F)F)c3)C2)C1,-1.8%
CCOc1ccccc1NC(=O)c1nnn(CC(=O)Nc2ccc(OC)c(OC)c2)c1N,-5.9%
C[C@]12CCC(=O)C=C1C=CC1C2CC[C@@]2(C)C1CC[C@@H]2O (stereo partly drawn),-8.7%
CS(=O)(=O)N1CCC[C@@]2(CCN(C(=O)Nc3ccccc3)C2)C1,6.1%
COC(=O)C1=C(c2cc3ccccc3s2)C[C@@H]2CC[C@H]1N2C(=O)N1CCC(C)CC1,-1.5%
Cc1cc(C(=O)N2CCC2(C)C(=O)NS(=O)(=O)c2cccc(OC(F)F)c2)nn1C (stereo not drawn),3.2%
COc1ccc(CNC(=O)C2(C)Cc3c(-c4ccc(C(N)=O)cc4)ccnc3O2)cc1OC (stereo not drawn),-6.4%
CC(=O)c1ccc(N2CCN(c3ncnc4c3cnn4-c3cc(Cl)ccc3C)CC2)cc1,-0.1%
COc1cc(C2c3cc4c(cc3CC3COC(=O)N32)OCO4)cc(OC)c1OC (stereo not drawn),-0.3%
COc1ccc(/C=C/C(=O)Nc2nc3n(n2)C(c2ccc(F)cc2)C=C(c2ccccc2)N3)cc1 (stereo not drawn),-7.9%
O=[N+]([O-])c1ccc(C2=CSC3=NCCN23)cc1,-13.3%
Cc1cc(-c2nc3ncccc3o2)ccc1NC(=O)c1ccc(Cl)cc1,-3.5%
CC(=O)C1=CCC(c2ccccc2)N(S(=O)(=O)c2ccccc2C)C1 (stereo not drawn),-12.1%&4.0%
Cc1ccc(C)c(Nc2nn3c(=O)c4ccc(C(=O)N(C)Cc5ccccc5)cc4nc3s2)c1,0.1%
COc1ccccc1Cc1nc2ccccc2nc1SCC(=O)NCc1ccccc1Cl,-2.5%
COc1cc(/C=C(\C#N)c2nc3ccccc3c(=O)[nH]2)cc(OC)c1OC,2.6%
Cc1ccc(NC(=O)Cn2nnc(C(=O)NCCc3ccccc3)c2N)cc1,-0.1%
COc1ccc(NC(=O)Cn2nnc(-c3ccccc3)c2COc2ccc(C(C)=O)cc2)cn1,0.2%
O=C1CN(C(=O)c2ccco2)C(c2ccc(F)cc2)c2cc(Cl)ccc2N1 (stereo not drawn),8.2%
CN=C1SC(CC(=O)Nc2ccc(C(C)=O)cc2)C(=O)N1C (stereo not drawn),-5.0%
Cc1ccc(-n2ncc(C(=O)N3CCCCC3)c2C2CCN(C(=O)OC(C)(C)C)CC2)c(C)c1,-1.7%
CCC(C)C1NC(=O)C2CCCN2C(=O)C(CC(C)C)OC(=O)CCNC(=O)C(C)N(C)C(=O)C(C(C)C)N(C)C1=O (stereo not drawn),0.6%
CCOC(=O)C1(C)CCCCCN1C(=O)c1ccco1 (stereo not drawn),-1.7%
O=C(O)C1=C[C@H](c2ccc3c(c2)OCO3)C[C@H](OCCCCO)O1,5.2%
CC(=O)c1cccc(NS(=O)(=O)c2ccc3c(c2)NC(=O)CC(=O)N3)c1,-3.1%
COc1ccc(NC(=O)N2CC[C@@]3(CCCN(C(=O)c4csnn4)C3)C2)cc1,-6.5%
CCC/C(=N\NC(=O)C1CC1)c1ccccc1,-0.7%

# Following part
SMILES,Tb PYK inh
CCOC(=O)C1=CCN(S(=O)(=O)c2ccccc2C)C1c1ccc(C)cc1 (stereo not drawn),-2.5%
Cn1cnc(S(=O)(=O)N2CCCC(C(=O)NCc3ccccc3Cl)C2)c1 (stereo not drawn),0.8%
O=C(C=Cc1ccc2c(c1)OCO2)OCC=Cc1ccc2c(c1)OCO2,1.6%
C[C@@H]1CN([C@@H](C)CO)C(=O)CCCn2nncc2CO[C@H]1CN(C)C,5.9%
Cc1ccccc1C(=O)Nc1cccc(C(=O)OCc2cc(=O)n3c4c(sc3n2)CCCC4)c1,-0.5%
O=C(/C=C/c1c(Cl)cccc1Cl)NCCCn1ccnc1,-0.5%
COc1ccc(CNC(=O)CC[C@H]2O[C@@H](n3ccc(=O)[nH]c3=O)[C@H](O)[C@@H]2O)cc1,-0.5%
COc1ccc(CNC(=O)C2CCC(=O)N(C3CCCCCC3)C2)c(OC)c1 (stereo not drawn),-3.0%
CCOc1ccc(-n2c(SCC(=O)NCC3CCCO3)nc3c([nH]c4ccccc43)c2=O)cc1 (stereo not drawn),2.3%
O=C(NCCc1ccccc1)c1ccc2c(c1)CCN2S(=O)(=O)c1ccc(Cl)cc1,-8.1%
CC1CCc2c(cc(-c3ccccc3)n2-c2ccc(C(=O)NC(C)C)cc2)C1 (stereo not drawn),-0.9%
COc1cc(O)c(C(C)=O)c2c1C=CC(C)(C)O2,6.1%
COc1ccc(CNC(=O)CCn2cccn2)cc1,-1.8%
COc1cc(OC)cc(C(=O)N2CCN(C(=O)COc3ccc(C)cc3)CC2)c1,-1.2%
N#Cc1ccccc1NC(=O)C1CCCO1 (stereo not drawn),-4.6%
O=C(Nc1nnc([C@H]2C[C@H](O)[C@@H](CO)O2)s1)c1cccc(C(F)(F)F)c1,-6.2%
CCCNC(=O)c1cnn(-c2ccc(C)c(C)c2)c1C1CCN(C(=O)OC(C)(C)C)CC1,-1.8%[15.4 µM]
Cc1ccccc1CNC(=O)Cn1cc2c(n1)-c1c(oc(C(=O)N3CCCC3)c1C)CC2,0.4%
Cc1ccc(Cl)cc1N1CCN(C(=O)C2CCN(Cc3nc(-c4ccc(Cl)cc4)oc3C)CC2)CC1,-0.7%
Cc1c(C(=O)NCc2ccc3c(c2)OCCO3)sc(=O)n1Cc1cccc(C(F)(F)F)c1,-5.6%
N#Cc1ccc(C(=O)N2CCCCC2c2cc(C(=O)NCc3ccccc3)no2)cc1 (stereo not drawn),-2.3%
c1csc(CCCN2CCCCC2)c1,2.5%
CN1CC[C@@H]2C(=O)N3CCc4ccc(-c5ccc6c(c5)OCO6)cc4[C@@H]3C[C@@H]21,5.1%
CSc1ccc(CCNC(=O)c2ccc(-c3nc(COc4ccccc4)c(C)o3)cc2)cc1,0.0%
Cc1ccc(-n2cc(C(=O)OCc3ccc(F)c(F)c3)c3ccccc3c2=O)cc1,-8.1%
Cc1ccc(S(=O)(=O)n2nc(C)c(S(=O)(=O)N3CCCCCC3)c2C)cc1,-9.0%
O=C(CSc1cn(CCNC(=O)c2c(F)cccc2F)c2ccccc12)Nc1ccc(F)cc1,-7.4%
Cc1ccc(-c2csc(C(C#N)=C(O)CN3CCN(C(=O)c4ccco4)CC3)n2)cc1,-2.7%
CCC(=O)N1CCC1(C)C(=O)Nc1ccc2scnc2c1 (stereo not drawn),4.3%
O=C(NCc1cccs1)C1CCN(C(=O)N2CCOc3ccc(Cl)cc32)CC1,7.1%
Cc1cc(C)c2nc(N(Cc3cccnc3)C(=O)CCOc3ccccc3)sc2c1,-7.1%[15.4 µM]
CCOC(=O)c1cc(S(=O)(=O)N2CCN(c3ccc(C)cc3C)CC2)[nH]n1,-2.1%
CCCN(c1ccc(C(C)C)cc1)S(=O)(=O)c1ccc2c(c1)n(C)c(=O)c(=O)n2C,2.0%
CCN(CC)C(=O)C1=C(C)N(Cc2ccc(F)cc2)C(=O)C(CC(=O)NCCc2ccccn2)C1 (stereo not drawn),0.0%
CCOC(=O)c1cccc(NC(=O)c2cn(-c3cccc(OC)c3)c(=O)c3ccccc23)c1,1.6%
O=C(Nc1cc(F)ccc1F)N1CCC(CN2CCOCC2)CC1,-16.1%
Cc1cccc(-n2ncc(C(=O)N3CCN(C(=O)c4ccco4)CC3)c2C2CCN(C(=O)OC(C)(C)C)CC2)c1,1.0%[15.4 µM]
COC(=O)c1ccc(NC(=O)CC2C(=O)N(c3cccc(OC)c3)C(=O)N2C(C)C)cc1 (stereo not drawn),-8.4%

# A portion of the library; count on the stated rates, not on these rows.
